High-throughput results: PubChem BioAssay, National Center for Advancing Translational Sciences (NCATS)
p53null 39C tox: p53 null cell cytotoxicity, nonpermissive temperature; Potency, µM (doses to about 46.1 µM), for inactives: at the top dose activity, negative = cell killing, most hits filed as cytotoxic; actives 0.97% (n = 55,000); AID 904; H1299 p53-null (neo) cells, 39C, ATPlite viability, 24 h;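 note: potency is the fitted concentration of half-maximal effect; 0% = DMSO only and -100% = full killing by 100 µM tamoxifen; nearly all actives have a fitted effect of over 50% in size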
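Temperature-shift cytotoxicity format: compound titrations on p53-null or A138V-expressing H1299 cells held 24 hr at 39C, cell ATP then measured, AC50 from Hill model.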
FH mod: Identification of activators of human fumarate hydratase by quantitative high-throughput screening; FH coupled MDH/diaphorase resazurin fluorescence, 15 min; Potency, µM (highest dose often 79.9 µM), for inactives: at the highest dose activity change, negative = inhibition, actives largely listed as inhibitors; actives 0.22% (n = 54,000); AID 1347055, 2019; note: potency is the fitted concentration of half-maximal effect; % is set by controls: 0 for no effect and ±100 for the full control effect; the screen sought activators but most active calls are inhibition curves; nearly all actives have a fitted effect of over 45% in size
NTMT1 inhibitor: inhibitors of human N-terminal methyltransferase NTMT1 | Q9BV86 | NTMT1 MTase-Glo SAH luminescence, purified enzyme | Potency, µM (highest dose often 114 µM), without a hit: at the highest dose activity change, negative = inhibition, most hits filed as inhibitors | actives 2.5% (n = 59,000) | AID 1645870;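 note: potency is the fitted concentration of half-maximal effect; plate controls were DMSO vehicle for no effect and no enzyme for full effect; nearly all actives have a fitted effect of over 65% in size; many of its hits are not listed in these tables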
Target sequence (Q9BV86 whole entry, looked up): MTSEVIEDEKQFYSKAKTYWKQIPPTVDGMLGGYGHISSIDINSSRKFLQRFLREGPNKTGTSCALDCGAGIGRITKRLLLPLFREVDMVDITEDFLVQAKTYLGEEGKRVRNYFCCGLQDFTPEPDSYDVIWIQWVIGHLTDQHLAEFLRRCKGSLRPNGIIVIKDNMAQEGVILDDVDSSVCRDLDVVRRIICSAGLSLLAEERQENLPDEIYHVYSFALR
p53null 32C kill: kills p53 null cells at the permissive temperature; Potency, µM (titrated, usually from 46.1 µM), without a hit: at the top dose activity change, negative = cytotoxicity, hits mostly cytotoxic; AID 903; H1299-neo p53 null cells, ATP luminescence, 24 h, 32C; actives 0.62% (n = 55,000);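 note: potency is the fitted concentration of half-maximal effect; 0% = DMSO only and -100% = full killing by 100 µM tamoxifen; nearly all actives have a fitted effect of over 55% in size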
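Cells lacking p53 (H1299-neo) are plated at 600 per well and allowed to settle overnight at 37C. Test compounds (up to 46 uM) are added and held 24 hours at 32C, then ATP is quantified by luminescence.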
PTAP-TSG101 blk: TSG101-PTAP interaction inhibition, HIV-1 budding. Q99816. Fluorescence polarization, FITC-PTAP peptide/Tsg101, 20 min. Potency, µM (titrated, usually from 115 µM), without a hit: at the top dose activity change, negative = inhibition, actives largely listed as inhibitors. 44,000 tested, under 10 active; note: potency is the fitted concentration of half-maximal effect; 0% is about no effect
Target sequence (Q99816 whole entry, looked up): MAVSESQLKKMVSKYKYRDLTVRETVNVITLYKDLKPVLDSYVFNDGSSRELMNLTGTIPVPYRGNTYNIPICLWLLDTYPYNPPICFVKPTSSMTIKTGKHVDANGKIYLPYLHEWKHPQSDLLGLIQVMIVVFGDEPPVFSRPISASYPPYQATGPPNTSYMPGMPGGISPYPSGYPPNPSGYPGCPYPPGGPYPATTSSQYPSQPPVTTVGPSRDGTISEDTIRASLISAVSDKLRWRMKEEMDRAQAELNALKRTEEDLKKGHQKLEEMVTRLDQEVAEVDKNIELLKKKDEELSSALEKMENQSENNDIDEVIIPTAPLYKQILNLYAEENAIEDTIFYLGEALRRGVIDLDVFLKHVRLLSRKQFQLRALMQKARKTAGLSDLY
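Read-out is FITC fluorescence polarization. Compounds were added to Tsg101 binding domain (10 uM final), then FITC-PTAP peptide (50 nM final), 20 min at r.t. Total S+P intensity flags fluorescent compounds.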
B2AR arrestin ag: agonists recruiting beta-arrestin to human beta2-adrenergic receptor; Potency, µM (top dose mostly 46.1 µM), inactives show at the highest dose activation, hits mostly activators; AID 1347077; 44,000 tested, under 10 active; P07550; HTLA Tango cells, beta-arrestin recruitment, luciferase luminescence, 18 h;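 note: potency is the fitted concentration of half-maximal effect; 0% = DMSO and full agonism = EC100 isoproterenol or metaproterenol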
Target sequence (P07550 whole entry, looked up): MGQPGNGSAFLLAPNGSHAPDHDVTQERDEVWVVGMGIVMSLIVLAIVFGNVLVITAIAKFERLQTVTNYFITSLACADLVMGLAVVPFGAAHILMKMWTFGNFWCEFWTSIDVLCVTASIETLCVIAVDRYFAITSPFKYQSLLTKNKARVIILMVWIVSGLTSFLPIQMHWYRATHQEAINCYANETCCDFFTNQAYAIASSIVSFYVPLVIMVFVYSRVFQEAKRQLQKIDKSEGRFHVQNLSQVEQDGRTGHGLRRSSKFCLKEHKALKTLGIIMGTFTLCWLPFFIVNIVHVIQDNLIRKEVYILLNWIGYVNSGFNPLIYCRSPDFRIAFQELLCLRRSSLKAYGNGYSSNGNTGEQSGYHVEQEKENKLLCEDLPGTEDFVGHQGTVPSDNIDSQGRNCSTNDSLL
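Ligand-induced beta-arrestin recruitment to recombinant beta2-AR is measured via a tTA-driven luciferase reporter in Tango cells after 18 hr compound exposure at 37 degrees C. Concentrations span up to 46 microM.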
GALK inh: GALK (human) enzyme inhibition; Potency, µM (series often up to 57.5 µM), for the others: top-dose activity, negative = inhibition, actives largely listed as inhibitors; 44,000 tested, under 10 active; P51570; recombinant GALK, Kinase-Glo ATP luminescence, 1 h;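 note: plate controls were full GALK reaction for no effect and reaction lacking GALK for full effect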
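Human GALK (5 nM) was incubated with 35 uM ATP and 100 uM galactose in 20 mM HEPES pH 8.0 with MgCl2, NaCl, DTT and BSA for 1 h at room temperature. Remaining ATP was measured by Kinase-Glo Plus luminescence.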
An asterisk follows results filed as active; [ ] = another dose, or the depositor's remark. Calls come from the whole dose curve; as a rule, active = well fitted curve in the direction sought with a large enough effect; inconclusive = small, poorly fitted or top-dose-only effect, or another doubt; inactive = no such curve, though single readings can be large; an effect the other way counts as inactive or inconclusive. An excerpt; rates above refer to the full screens.

`CN(C1CCCCC1)S(=O)(=O)c1ccc(F)c(C(=O)Nc2ccc(C(F)(F)F)cc2)c1` gave p53null 39C tox 0.4%, FH mod inconclusive, NTMT1 inhibitor -1.6%, p53null 32C kill 11.2%, PTAP-TSG101 blk -5.7%, B2AR arrestin ag 0.9% and GALK inh -6.7%.
Screening COc1ccc(-c2onc(C)c2C)cc1S(=O)(=O)NC1CCC(C)CC1 (configuration not stated) returned p53null 39C tox -2.8%, FH mod -13.4%, NTMT1 inhibitor -1.7%, p53null 32C kill 20.0%, PTAP-TSG101 blk -5.7%, B2AR arrestin ag 2.5% and GALK inh -1.2%.
COc1cccc(NS(=O)(=O)c2ccc3[nH]cc(C(=O)N4CCCCCC4)c(=O)c3c2)c1 was read as p53null 39C tox 3.5%, FH mod -14.1%, NTMT1 inhibitor -2.8%, p53null 32C kill 12.2%, PTAP-TSG101 blk -1.4%, B2AR arrestin ag -1.4% and GALK inh 8.4%.
`CCc1ccc(S(=O)(=O)N(C(=O)c2ccncc2)c2ccc3oc(C)c(C(=O)OC)c3c2)cc1` gave p53null 39C tox 94.6%[activator], FH mod -25.2%, NTMT1 inhibitor 17.4%, p53null 32C kill 67.0%[activator], PTAP-TSG101 blk 0.7%, B2AR arrestin ag 1.1% and GALK inh -1.2%.
CCc1ccc2nc(N3CCC(C(=O)NCCC(C)C)CC3)sc2c1 was read as p53null 39C tox 6.31µM*, FH mod -23.6%, NTMT1 inhibitor -9.6%, p53null 32C kill inconclusive, PTAP-TSG101 blk -2.0%, B2AR arrestin ag 0.5% and GALK inh 6.4%.
For CCOc1ccc(NC(=O)Cn2nc(Cc3ccncc3)c3ccccc3c2=O)cc1 the results were p53null 39C tox 1.0%, FH mod 0.8%, NTMT1 inhibitor 0.9%, p53null 32C kill 1.5%, PTAP-TSG101 blk 0.3%, B2AR arrestin ag 0.7% and GALK inh -0.4%.
`Cc1ccc(CNC(=O)c2cc3c(=O)n(Cc4cccnc4)ccc3nc2C)cc1` gave p53null 39C tox 2.7%, FH mod 9.9%, NTMT1 inhibitor -3.1%, p53null 32C kill 7.2%, PTAP-TSG101 blk -1.8%, B2AR arrestin ag -1.4% and GALK inh 2.6%.
`CCN(C(=O)c1cc2c(=O)oc3ccc(C)cc3c2s1)c1ccccc1F` gave p53null 39C tox -28.9%, FH mod -28.6%, NTMT1 inhibitor -11.9%, p53null 32C kill -3.7%, PTAP-TSG101 blk 0.7%, B2AR arrestin ag 0.8% and GALK inh 8.2%.
Screening Cc1ccc(CNC(=O)C2CCCN(c3nc4c(C)cc(C)cc4s3)C2)cc1 (configuration not stated) returned p53null 39C tox 2.9%, FH mod 8.0%, NTMT1 inhibitor 0.3%, p53null 32C kill 1.5%, PTAP-TSG101 blk -1.3%, B2AR arrestin ag 0.1% and GALK inh -1.5%.
`COc1ccc(CCNC(=O)C(=O)NCC(c2ccco2)S(=O)(=O)c2ccc(F)cc2)cc1` (configuration not stated) gave p53null 39C tox 11.1%, FH mod 4.5%, NTMT1 inhibitor 9.2%, p53null 32C kill -2.4%, PTAP-TSG101 blk -0.4%, B2AR arrestin ag -2.2% and GALK inh -4.7%.
For Cc1ccc(NC(=O)N2CCN(C(=O)c3nsc4ccccc34)CC2)cc1C the results were p53null 39C tox -7.8%, FH mod -0.2%, NTMT1 inhibitor -10.3%, p53null 32C kill 2.4%, PTAP-TSG101 blk -3.5%, B2AR arrestin ag 1.3% and GALK inh 0.5%.
Screening Cc1c(S(=O)(=O)c2cccc(Cl)c2)nnn1-c1cccc(C(F)(F)F)c1 returned p53null 39C tox -9.4%, FH mod -20.0%, NTMT1 inhibitor 1.8%, p53null 32C kill -1.3%, PTAP-TSG101 blk -1.4%, B2AR arrestin ag 0.5% and GALK inh 5.8%.
Screening CCC(=O)N1c2ccccc2CC1C(=O)NCCc1ccccc1C (configuration not stated) returned p53null 39C tox 5.2%, FH mod -3.6%, NTMT1 inhibitor 10.1%, p53null 32C kill -2.8%, PTAP-TSG101 blk -2.4%, B2AR arrestin ag 0.3% and GALK inh -2.0%.
For CCCN(C(=O)Cn1cc(S(=O)(=O)N2CCN(c3ccccc3F)CC2)c2ccccc2c1=O)c1cccc(C)c1 the results were p53null 39C tox 17.5%, FH mod -28.0%, NTMT1 inhibitor 10.1%, p53null 32C kill 10.5%, PTAP-TSG101 blk -10.5%, B2AR arrestin ag -2.2% and GALK inh -7.9%.
Screening COc1ccc(CNC(=O)CCCc2nnc3n(C(C)C)c(=O)c4sccc4n23)cc1 returned p53null 39C tox -22.1%, FH mod -4.2%, NTMT1 inhibitor 3.8%, p53null 32C kill 2.8%, PTAP-TSG101 blk -6.1%, B2AR arrestin ag -0.8% and GALK inh 0.0%.
`COc1ccc(NC(=O)CCNS(=O)(=O)c2cccc3nsnc23)cc1Cl` gave p53null 39C tox -5.6%, FH mod -2.6%, NTMT1 inhibitor 3.3%, p53null 32C kill 5.1%, PTAP-TSG101 blk -5.8%, B2AR arrestin ag 0.3% and GALK inh -5.2%.
`O=C(NC1CC(=O)N(c2ccc(F)cc2)C1)c1cccs1` (configuration not stated) gave p53null 39C tox 2.1%, FH mod -5.6%, NTMT1 inhibitor 16.6%, p53null 32C kill -1.9%, PTAP-TSG101 blk -1.7%, B2AR arrestin ag -4.3% and GALK inh -7.6%.
Screening CC(C)C(=O)Nc1nnc(SCc2cc(=O)n3ccccc3n2)s1 returned p53null 39C tox -6.2%, FH mod -2.3%, NTMT1 inhibitor inconclusive, p53null 32C kill -8.9%, PTAP-TSG101 blk -7.1%, B2AR arrestin ag -0.9% and GALK inh 0.8%.
`CCc1ccc(C2CC(=O)N(c3cccc(C(F)(F)F)c3)C3=C2C(=O)OC3)cc1` (configuration not stated) gave p53null 39C tox -2.9%, FH mod -3.6%, NTMT1 inhibitor 2.8%, p53null 32C kill -8.0%, PTAP-TSG101 blk -3.1%, B2AR arrestin ag 0.3% and GALK inh 0.0%.
For CCOC(=O)N1CCN(Cc2nc3cc(NC(=O)c4ccc([N+](=O)[O-])cc4)ccc3n2C(C)C)CC1 the results were p53null 39C tox 3.6%, FH mod -8.9%, NTMT1 inhibitor 8.6%, p53null 32C kill -15.2%, PTAP-TSG101 blk -13.2%, B2AR arrestin ag -3.0% and GALK inh 0.5%.
For O=C(Nc1cc(-c2nc3cc(Cl)ccc3o2)ccc1Cl)c1cccc2ccccc12 the results were p53null 39C tox -23.9%, FH mod 14.0%, NTMT1 inhibitor 3.2%, p53null 32C kill -0.4%, PTAP-TSG101 blk 5.0%, B2AR arrestin ag 0.5% and GALK inh 7.6%.
Screening CCc1ccccc1NC(=O)CSC1=Nc2ccccc2C2=NC(Cc3ccccc3)C(=O)N12 (configuration not stated) returned p53null 39C tox 2.4%, FH mod inconclusive, NTMT1 inhibitor 3.3%, p53null 32C kill -0.7%, PTAP-TSG101 blk -8.9%, B2AR arrestin ag 0.6% and GALK inh -3.2%.
For CCNC(=O)Cn1nc(C)n2c(cc3c(OC)cccc32)c1=O the results were p53null 39C tox -0.1%, FH mod -0.8%, NTMT1 inhibitor -3.4%, p53null 32C kill -6.1%, PTAP-TSG101 blk 3.3%, B2AR arrestin ag 0.1% and GALK inh -2.5%.
For CCOCCCn1c(SCC(=O)NCCCOC)nc2c(sc3ccccc32)c1=O the results were p53null 39C tox -0.5%, FH mod -20.3%, NTMT1 inhibitor 7.1%, p53null 32C kill 2.9%, PTAP-TSG101 blk -5.1%, B2AR arrestin ag -3.7% and GALK inh 0.6%.
For CCc1ccc(NC(=O)Cn2c(=O)c(CNc3ccccc3)cc3cc(OC)c(OC)cc32)cc1 the results were p53null 39C tox 2.3%, FH mod -23.8%, NTMT1 inhibitor -20.5%, p53null 32C kill 2.0%, PTAP-TSG101 blk 1.4%, B2AR arrestin ag 0.5% and GALK inh 8.1%.
COc1ccc(S(=O)(=O)N2CCC(C(=O)Nc3cc(C(F)(F)F)ccc3Cl)CC2)cc1 was read as p53null 39C tox 17.7%, FH mod -7.6%, NTMT1 inhibitor -8.8%, p53null 32C kill 6.8%, PTAP-TSG101 blk -8.0%, B2AR arrestin ag 0.4% and GALK inh 0.4%.
For COCCCn1c(=N)c(S(=O)(=O)c2ccccc2)cc2c(=O)n3cccc(C)c3nc21 the results were p53null 39C tox 40.7%[activator], FH mod -0.8%, NTMT1 inhibitor 13.7%, p53null 32C kill -3.3%, PTAP-TSG101 blk -5.0%, B2AR arrestin ag 0.7% and GALK inh 2.7%.
For O=C(Cn1c(=O)c2cccn2c2ccc(F)cc21)N1CCN(c2ccccc2)CC1 the results were p53null 39C tox -6.7%, FH mod -7.2%, NTMT1 inhibitor 10.6%, p53null 32C kill 4.7%, PTAP-TSG101 blk 0.0%, B2AR arrestin ag -0.7% and GALK inh 1.8%.
For O=C(Nc1noc2ccccc12)c1cccc(F)c1 the results were p53null 39C tox inconclusive, FH mod -21.6%, NTMT1 inhibitor inconclusive, p53null 32C kill inconclusive, PTAP-TSG101 blk -2.4%, B2AR arrestin ag -1.5% and GALK inh 5.0%.
`Cc1nn(CC(=O)NCCc2ccccc2)c(=O)c2nn(-c3ccccc3)c(C)c12` gave p53null 39C tox 35.9%[activator], FH mod 5.3%, NTMT1 inhibitor -5.5%, p53null 32C kill -13.8%, PTAP-TSG101 blk -0.8%, B2AR arrestin ag 1.9% and GALK inh 2.0%.
`COc1cc(Cl)c(C)cc1NC(=O)CSc1cc(-c2ccccc2)nc(C)n1` gave p53null 39C tox -11.7%, FH mod -19.5%, NTMT1 inhibitor 1.1%, p53null 32C kill -8.0%, PTAP-TSG101 blk -6.4%, B2AR arrestin ag -2.6% and GALK inh -6.2%.
`Cc1ccc2oc(=O)c(S(=O)(=O)c3ccc(C(C)(C)C)cc3)cc2c1` gave p53null 39C tox 8.2%, FH mod -3.9%, NTMT1 inhibitor 7.9%, p53null 32C kill 0.9%, PTAP-TSG101 blk 0.0%, B2AR arrestin ag 0.3% and GALK inh -0.3%.
O=C(CCn1cnc2onc(-c3ccc(F)cc3)c2c1=O)Nc1ccc(F)c(Cl)c1 was read as p53null 39C tox inconclusive, FH mod -25.4%, NTMT1 inhibitor 8.4%, p53null 32C kill 44.7%[activator], PTAP-TSG101 blk -2.7%, B2AR arrestin ag -0.4% and GALK inh 2.9%.
Screening Cc1ccc2nc(/C(C#N)=C/c3cccc(Br)c3)[nH]c2c1 returned p53null 39C tox -24.8%, FH mod -10.0%, NTMT1 inhibitor inconclusive, p53null 32C kill -20.8%, PTAP-TSG101 blk 0.0%, B2AR arrestin ag -1.4% and GALK inh inconclusive.
